Screening results (PubChem BioAssay)
PolyA inh – polyadenylation inhibitors in yeast reporter cells, primary screen, luminescence, S. cerevisiae | 0.02% of 300,000 active | S. cerevisiae SKY197-pL101 polyadenylation reporter, beta-gal luminescence; efflux-impaired pdr1/pdr3 knockout yeast; score 100 = 6 SD above DMSO | calls only at 12 µM;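 active means lowest replicate activity score at least 50, where 100 means six control SD above control mean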;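 further: yeast exposed to compound for 9 h at 30 °C; higher score means more reporter readthrough which indicates perturbed polyadenylation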
Platelet DG rel – inhibitors of platelet dense granule secretion, primary screen, cell-based, MLPCN, human platelets. human platelet-rich plasma, SFLLRN dense granule ATP release, luminescence. inhibition, %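 (compounds screened at 7.5 µM in platelet-rich plasma)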. 0.22% of 300,000 active. AID 1663, 2009;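 active means mean replicate score, as percent of positive control, at or above 50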
TRPC4 block – inhibitors of mouse TRPC4 channel, primary screen, Fluo4 calcium, HEK293 TRPC4beta/mu-opioid cells. DAMGO-evoked Fluo4 calcium flux; hits give low values. B-score at 10 µM. 0.39% of 300,000 active. AID 2247, 2010;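 active means B-score over 3 SD under the library average, no early fluorescence shift, positive overall ratio signal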
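Assay system: HEK293 cells with stable TRPC4beta plus mu-opioid receptor expression; Probe or stimulus: DAMGO in two steps, submaximal then maximal; Dosing: single-point compound dosing; Measured by: Fluo4 calcium-dye fluorescence, kinetic read; Read-out basis: B score from integrated Fluo4 fluorescence ratio.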
KCNQ1 inh – inhibitors of human KCNQ1 channel, primary screen, cell-based, thallium flux, high-throughput. AID 2642, 2010. CHO-K1 KCNQ1, FluxOR thallium flux fluorescence; hits give high values. B-score at 10 µM. Potassium voltage-gated channel subfamily KQT member 1 (Homo sapiens), P51787. 1.3% of 310,000 active;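 active means compounds whose thallium flux B-score, printed positive for inhibition, exceeds three library SD while starting fluorescence stays within three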;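 further: channel opened by potassium depolarization with thallium stimulus after 20 min compound exposure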
Target sequence (P51787 whole entry, looked up): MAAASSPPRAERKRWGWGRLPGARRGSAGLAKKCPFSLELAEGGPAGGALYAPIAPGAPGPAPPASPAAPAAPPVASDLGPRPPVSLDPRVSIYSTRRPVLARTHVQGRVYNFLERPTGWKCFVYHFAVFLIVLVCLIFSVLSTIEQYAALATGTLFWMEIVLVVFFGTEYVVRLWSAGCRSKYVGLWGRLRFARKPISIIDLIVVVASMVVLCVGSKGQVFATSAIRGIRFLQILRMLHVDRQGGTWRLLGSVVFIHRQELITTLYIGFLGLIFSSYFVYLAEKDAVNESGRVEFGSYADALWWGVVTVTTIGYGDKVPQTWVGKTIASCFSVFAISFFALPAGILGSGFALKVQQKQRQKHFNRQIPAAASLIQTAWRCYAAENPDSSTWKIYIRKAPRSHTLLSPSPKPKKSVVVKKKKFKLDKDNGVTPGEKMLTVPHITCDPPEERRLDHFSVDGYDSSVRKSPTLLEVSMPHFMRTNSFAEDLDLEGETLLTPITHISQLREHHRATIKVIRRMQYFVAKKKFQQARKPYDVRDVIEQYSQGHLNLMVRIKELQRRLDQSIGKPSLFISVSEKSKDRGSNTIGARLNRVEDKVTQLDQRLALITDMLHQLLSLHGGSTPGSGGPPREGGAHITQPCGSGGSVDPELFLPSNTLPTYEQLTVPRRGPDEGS
TRPC4 act – activators of mouse TRPC4 channel, primary screen, Fluo4 calcium, HEK293 TRPC4beta/mu-opioid cells; Fluo4 calcium fluorescence; hits give high values; Short transient receptor potential channel 4 (Mus musculus), Q9QUQ5; B-score at 10 µM; AID 2237, 2010; 0.49% of 310,000 active;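 active means B-score above 5 SD of library B-scores, and initial fluorescence ratio not above library mean plus 5 SD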;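 further: positive B-score marks a calcium rise read as TRPC4 activation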
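Assay system: HEK293 stable line with TRPC4beta plus mu-opioid receptor; schedule: 45 min room-temperature Fluo4 loading, 110 s read; technique: kinetic Fluo4 calcium fluorescence; evaluation: integrated baseline-normalised fluorescence ratio, converted to per-well B score; controls: buffer (low) and maximal DAMGO (high)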
KCNK9 inh – KCNK9 potassium channel inhibitors, primary screen, HEK293 cells, thallium flux; AID 488922, 2010; B-score at 10 µM; Potassium channel subfamily K member 9 (Homo sapiens), Q9NPC2; FluxOR thallium flux fluorescence; hits give low values; 1.2% of 310,000 active;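 active means ratio B-score over 3 SD below the library mean, with starting fluorescence within 5 SD of its mean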;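 further: negative B-score means less thallium flux so channel inhibition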
KCNK3 block – human KCNK3 channel inhibitors, primary screen, CHO cells, FluxOR thallium flux, B-score; Potassium channel subfamily K member 3 (Homo sapiens), O14649; FluxOR fluorescence; hits give low values; B-score at 10 µM; 0.84% of 340,000 active;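 active means B-score under library mean minus 4 SD, starting fluorescence ratio at most library mean plus 5 SD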;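 further: more negative B-score means stronger inhibition of thallium flux through KCNK3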
Target sequence (O14649 whole entry, looked up): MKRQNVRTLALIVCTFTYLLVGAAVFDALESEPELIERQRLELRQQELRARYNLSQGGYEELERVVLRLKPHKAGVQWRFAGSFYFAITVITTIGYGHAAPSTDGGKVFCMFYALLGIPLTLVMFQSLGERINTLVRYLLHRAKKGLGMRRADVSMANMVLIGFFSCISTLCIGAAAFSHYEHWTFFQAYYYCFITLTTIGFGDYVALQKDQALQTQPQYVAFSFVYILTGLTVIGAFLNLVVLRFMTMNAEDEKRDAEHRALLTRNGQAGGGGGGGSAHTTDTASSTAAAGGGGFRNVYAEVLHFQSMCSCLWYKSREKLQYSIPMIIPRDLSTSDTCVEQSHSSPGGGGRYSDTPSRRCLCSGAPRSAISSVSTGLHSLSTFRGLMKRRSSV
DYRK1A inh – rat Dyrk1A kinase inhibitors, primary screen, biochemical, single point, plate reader; inhibition, % at 12.5 µM; Dual specificity tyrosine-phosphorylation-regulated kinase 1A (Rattus norvegicus), Q63470; AID 504441, 2011; 0.43% of 310,000 active; ADP-Glo luminescence, NFATc1 peptide; in the data active means inhibition above about 50%;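 further: plate controls were vehicle with enzyme for no effect and no enzyme for full effect; many of its hits are not listed in these tables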
TRPC4 potent – positive allosteric modulators of TRPC4, primary screen, cell-based, mouse TRPC4beta, HEK293 mu-opioid, Fluo-4 calcium; 0.42% of 310,000 active; DAMGO EC20, Fluo-4 Ca2+ flux; hits give high values; AID 2227, 2009; B-score at 10 µM;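 active means B-score of calcium response area above 5 SD of library B-scores, with initial fluorescence ratio within 5 SD of library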;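 further: B-score of integrated fluorescence ratio over time as area under calcium response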
hERG rescue – hERG rescue from dofetilide block, primary screen, cell-based, CHO-hERG, FluxOR thallium flux, dofetilide IC70. AID 1511, 2009. Voltage-gated inwardly rectifying potassium channel KCNH2 (Homo sapiens), Q12809. dofetilide IC70 present. activation (rescue from dofetilide block), less the hit threshold, % at 10 µM. 0.51% of 310,000 active;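 active means activation above the mean of controls blocked by dofetilide plus 5 SD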;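 further: thallium influx through hERG after potassium depolarization seen as dye fluorescence rise; in these data hits start at about 4.7%; inactives centre near -7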
KCNQ1 act – potentiators or activators of KCNQ1 channel, primary screen, cell-based, thallium flux, high-throughput | CHO-K1 KCNQ1, thallium flux FluxOR fluorescence; hits give high values | B-score at 10 µM | 0.35% of 310,000 active | AID 2648, 2010;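 active means fluorescence ratio B-score, a plate-corrected score, at least three library SD, with initial intensity B-score within 5 SD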
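Assay system: CHO-K1 cells stably expressing KCNQ1; Medium: assay buffer with matched DMSO; Also added: K+/Tl+ depolarizing stimulus; Dosing: single dose; Timing: dye 90 min, compound 20 min, room temperature; Measured by: kinetic FluxOR thallium fluorescence, 10-s 1-Hz baseline, 110-s post-stimulus read; Read-out: peak-minus-minimum fluorescence over initial fluorescence, negative-control normalized, B-scored.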
* hit, by the source's call; i = inactive; nt = not tested or not shown. Not all compounds are listed; rates above refer to the full screens.

Results follow in this order: PolyA inh, Platelet DG rel, TRPC4 block, KCNQ1 inh, TRPC4 act, KCNK9 inh, KCNK3 block, DYRK1A inh, TRPC4 potent, hERG rescue, KCNQ1 act
- CCOc1ccc(C(C)(C)C)cc1S(=O)(=O)N1CCOCC1
 : i, 13, i, i, i, i, i, 13, i, -12, i
- COc1ccccc1NC1=C(Cl)C(=O)N(c2ccccc2)C1=O
 : i, -2, i, i, i, i, i, -2, i, -11, i
- Cc1ccc(NC(=O)C2(c3ccccc3)CCCC2)nc1
 : i, 9, i, i, i, i, i, -2, i, -9, i
- Cc1ccc2c(c1)C1CN(C)CCC1N2C(=O)Nc1ccc(Cl)cc1 (stereo unspecified)
 : i, 0, i, 7*, i, i, i, 2, i, -8, i
- COc1cc(/C=N/NC(=O)Cc2ccc(Br)cc2)cc(OC)c1O
 : i, 2, i, i, i, i, i, nt, i, -18, i
- COc1ccc(S(=O)(=O)Cc2ccc(C(=O)NC3CC3)o2)cc1
 : i, 2, i, i, i, i, i, 6, i, -8, i
- CCn1cc(CN2CCCC(C(=O)Nc3ccc(-c4nc5ccccc5[nH]4)cc3)C2)c(C)n1 (stereo unspecified)
 : i, 2, i, i, 206*, i, i, 11, i, -11, i
- O=C(COc1ccccc1)NCc1ccc2c(c1)OCO2
 : i, -2, i, i, i, i, i, 2, i, 2, i
- COCCn1c(=NC(C)=O)sc2cc([N+](=O)[O-])ccc21
 : i, 4, i, i, i, i, i, 19, i, -6, i
- CCCc1cc(C(N)=O)c(NC(=O)c2ccco2)s1
 : i, 4, i, i, i, i, i, -7, i, -12, i
- O=S(=O)(c1ccc2ccccc2c1)N(CC1CO1)c1ccccc1 (stereo unspecified)
 : i, 6, i, i, i, i, i, 1, i, -6, i
- CC(NC(=O)c1cccnc1)c1ccc2c(c1)OCO2 (stereo unspecified)
 : i, 1, i, i, i, i, i, 0, i, -5, i
- CCOC(=O)N1CCC(NC(=O)CN2C(=O)CSc3ncccc32)CC1
 : i, 23, i, i, i, i, i, 1, i, -5, i
- CCCC(=O)NNC(=O)c1ccoc1C
 : i, -2, i, i, i, i, i, -6, i, -6, i
- CC(C)(C)C(=O)Nc1cc(C(F)(F)F)ccc1-n1ccnc1
 : i, -1, i, i, i, i, i, 7, i, -4, i
- O=C(CC1C(=O)NCCN1Cc1c(F)cccc1Cl)NCCc1ccccn1 (stereo unspecified)
 : i, 4, i, i, i, i, i, 4, i, -6, i
- CC(C)CCC1(C)NC(=O)N(CC(=O)c2ccc[nH]2)C1=O (stereo unspecified)
 : i, -4, i, i, i, i, i, 3, i, -6, i
- CCn1c(/C=C2\C(=O)N(C)c3ccccc32)nc2ccccc2c1=O
 : i, -1, i, i, i, i, i, -5, i, -14, i
- Cc1sc(-n2cccc2)c(C(=O)O)c1C
 : i, -1, i, i, i, i, i, -9, i, -11, i
- O=C1CC(N2CCC(O)(c3ccc(Cl)cc3)CC2)C(=O)N1Cc1ccc(N2CCCC2=O)cc1 (stereo unspecified)
 : i, -3, i, i, i, i, i, 1, i, -2, i

Whole records as entered above. Order of values: PolyA inh	Platelet DG rel	TRPC4 block	KCNQ1 inh	TRPC4 act	KCNK9 inh	KCNK3 block	DYRK1A inh	TRPC4 potent	hERG rescue	KCNQ1 act
`CCn1c(/C=C2\C(=O)N(C)c3ccccc32)nc2ccccc2c1=O` across the screens: i	-1	i	i	i	i	i	-5	i	-14	i
`CC(C)(C)C(=O)Nc1cc(C(F)(F)F)ccc1-n1ccnc1` across the screens: i	-1	i	i	i	i	i	7	i	-4	i

Back to the main list with the five entries that preceded the break.
Results follow in this order: PolyA inh, Platelet DG rel, TRPC4 block, KCNQ1 inh, TRPC4 act, KCNK9 inh, KCNK3 block, DYRK1A inh, TRPC4 potent, hERG rescue, KCNQ1 act
- O=C(CC1C(=O)NCCN1Cc1c(F)cccc1Cl)NCCc1ccccn1 (stereo unspecified)
 : i, 4, i, i, i, i, i, 4, i, -6, i
- CC(C)CCC1(C)NC(=O)N(CC(=O)c2ccc[nH]2)C1=O (stereo unspecified)
 : i, -4, i, i, i, i, i, 3, i, -6, i
- CCn1c(/C=C2\C(=O)N(C)c3ccccc32)nc2ccccc2c1=O
 : i, -1, i, i, i, i, i, -5, i, -14, i
- Cc1sc(-n2cccc2)c(C(=O)O)c1C
 : i, -1, i, i, i, i, i, -9, i, -11, i
- O=C1CC(N2CCC(O)(c3ccc(Cl)cc3)CC2)C(=O)N1Cc1ccc(N2CCCC2=O)cc1 (stereo unspecified)
 : i, -3, i, i, i, i, i, 1, i, -2, i
- O=C(CCn1nnc2ccccc21)Nc1nnc(-c2ccccc2F)s1
 : i, -1, i, i, i, i, i, 2, i, -10, i
- CS(=O)(=O)N(CCC(=O)O)Cc1ccccc1
 : i, 7, i, i, i, i, i, 4, i, -4, i
- COc1cc(OC)c(C(=O)NC23CC4CC(CC(C4)C2)C3)cc1OC
 : i, -11, i, i, i, i, i, nt, i, -4, i
- CCCOc1ccc(Br)cc1/C=N/O
 : i, 1, -6*, i, i, i, i, -3, i, -6, i
- CCOC(=O)C(C)OC(=O)C1=C(C)NC(=O)NC1c1ccc2c(c1)OCO2 (stereo unspecified)
 : i, 11, i, i, i, i, i, -3, i, -5, i
- CC(C)(C)c1cc(C(=O)NCc2ccco2)ccn1
 : i, 3, i, i, i, i, i, 0, i, -10, i
- Cc1ccc(-c2nn(-c3ccccc3)cc2/C=C2\SC(=S)N(CCCCCC(=O)O)C2=O)o1
 : i, -7, i, i, i, i, i, -4, i, -16, i
- Cc1cc(C(F)(F)F)c2c(C)nn(CCc3nn[nH]n3)c2n1
 : i, 0, i, i, i, i, i, 6, i, -2, i
- O=C(Nc1cccc(F)c1)C1CCN(S(=O)(=O)c2cccc3nonc23)CC1
 : i, 2, i, i, i, i, i, -3, i, -11, i
- C=CCn1c(-c2cc(OC)cc(OC)c2)n[nH]c1=S
 : i, 7, i, i, i, i, i, -1, i, -8, i
- CC(CC(C)C(=O)N1CCOCCN(C(=O)C(C)CC(C)C(=O)O)CCOCC1)C(=O)O (stereo unspecified)
 : i, 5, i, i, i, i, i, -7, i, -7, i
- CCOc1ccc2oc(=O)cc(C)c2c1
 : i, -15, i, i, i, i, i, 9, i, -1, i
- CC(C)C(=O)Nc1sc2c(c1C#N)CCCCC2
 : i, 5, i, i, i, i, i, 19, i, -10, i
- O=C(NC1CCCCCC1)c1ccc(S(=O)(=O)NCc2ccco2)cc1
 : i, -7, i, i, i, i, i, -1, i, -11, i
- CS(=O)(=O)c1nc(S(=O)(=O)c2ccc(Cl)cc2)c(N2CCCCCC2)s1
 : i, 0, i, i, i, i, i, 4, i, -3, i
- C[C@H](NC(=O)c1ccco1)C(=O)NCCc1ccc(S(N)(=O)=O)cc1
 : i, -2, i, i, i, i, i, -4, i, -5, i
- CCN(CC)c1ccc(NC(=O)C2CCCC2)cc1
 : i, -1, i, i, i, i, i, -5, i, -9, i
- Cc1ccccc1C1(CCN2CCCCC2)CCOC(C)(C)C1 (stereo unspecified)
 : i, 10, i, i, i, i, i, -1, i, -6, i
- CCOc1cc(N2CCOCC2)c(OCC)cc1NC(=O)c1ccco1
 : i, -1, i, i, i, i, i, 4, i, -20, i
- Cc1ccc2c(c1)NC(=O)C(CC(=O)NCCCN1CCCC1)O2 (stereo unspecified)
 : i, 2, i, i, i, i, i, 21, i, -13, i
- CCOc1ccc(S(=O)(=O)n2cnc3cc(C)c(C)cc32)cc1
 : i, -2, i, i, i, i, i, 4, i, -6, i
- COCCCn1c2nc3ccccc3nc2c2c(=O)n(CC3CCCO3)cnc21 (stereo unspecified)
 : i, -2, i, i, i, i, i, 1, i, -8, i
- Cc1cc(C)c2c(-n3cccc3)c(C(=O)O)sc2n1
 : nt, 23, i, i, i, i, i, 5, i, -4, i
- CCOC(=O)C1=C(CN2CC(C)CC(C)C2)NC(=O)NC1c1ccc2c(c1)OCO2 (stereo unspecified)
 : i, 4, i, i, i, i, i, -5, i, -6, i
- CC(=O)Cc1nsc(NC(=O)c2ccc(-c3cccc(C(F)(F)F)c3)o2)n1
 : i, -3, i, i, i, i, i, 6, i, -4, i
- Cc1ccc2nc(-c3cccc(NS(C)(=O)=O)c3)cc(-c3ccccc3)c2c1
 : i, 12, i, i, i, i, i, -1, i, -12, i
- Cc1ccc(NC(=O)C2CCCN(S(=O)(=O)c3cccc4nonc34)C2)cc1 (stereo unspecified)
 : i, -2, i, i, i, i, i, -1, i, -10, i
- COc1ccc(CCCC(=O)O)c(C)c1
 : i, 9, i, i, i, i, i, 6, i, -12, i
- CC(=O)Nc1ccc(S(=O)(=O)N2CN(c3ccc(C)cc3)c3nc4ccccc4nc32)cc1
 : i, -5, i, i, i, i, i, 5, i, -9, i
- NC(=O)c1ccccc1N/C=C/C(=O)c1ccc(Cl)cc1Cl
 : i, 52*, i, i, i, i, i, 6, i, -2, i
- COc1ccccc1CNC(=O)CSC1=NCCS1
 : i, 0, i, i, i, i, i, 0, i, -8, i
- Cn1ncc(C(N)=O)c1NC(=S)NC(=O)c1ccc(Br)o1
 : i, 10, i, i, i, i, i, 0, i, -15, i
- CC1CC(C)CN(S(=O)(=O)c2ccc(C(=O)N3CC(C)OC(C)C3)cc2)C1 (stereo unspecified)
 : i, -3, i, i, i, i, i, -4, i, -5, i
- Cc1nn(Cc2ccccc2Cl)c(Cl)c1C(=O)NCCc1ccccc1
 : i, -3, i, i, i, i, i, -3, i, -10, i
- Cc1cccc(C)c1NC(=O)CCCCCC1NC(=O)NC1C (stereo unspecified)
 : i, -1, i, i, i, i, i, 4, i, -13, i
- CCOCCCNC(=O)CN1C(=O)/C(=C/c2ccccc2C)Sc2ccccc21
 : i, -4, i, i, i, i, i, -2, i, -10, i
